NF-kB expr up – raises NF-kB expression in human neuronal cells. NF-kB reporter expression; active compounds read high. hit rate 1.6% among 190,000. fold change at 12.5 µM. AID 1239; in the data active = fold change above about 3.3
Hsp70 act – switches on Hsp70 transcription. HeLa Hsp70 promoter luciferase reporter, luminescence; scaled: vehicle 0, proteasome-inhibitor control 100%. activation, % at 10 µM. hit rate 0.04% among 200,000. AID 1203;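 active = activation above the mean across all tested compounds plus 3 SD, cutoff set per campaign, cut at about 5.5% in these data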;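 also: 100% = MG132 at 30 µM as the positive control and 0% = DMSO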
APP 5UTR inh – APP translation inhibition; SH-SY5Y APP 5'UTR-luciferase reporter, luminescence; inhibition, % at 2 µM; hit rate 0.82% among 190,000; AID 1285;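 active = inhibition above a set limit, derived from the sample mean plus 3 SD, cut at about 45% in these data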; also: values of inactives mirror those of a sister screen read the other way
STAT1 activator – STAT1 signaling activation. NIH 3T3 STAT1-luciferase reporter, IFN-gamma, luminescence; 100% = IFN-gamma alone, no compound. activation (% of control), % at 5.5 µM. hit rate 2.6% among 200,000;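 active = activation above the screen-wide mean activation plus 3 SD, cut at about 130% in these data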;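 also: raw ratio to IFN-gamma control signal so 100% means no change and 0% no light; values of inactives mirror those of a sister screen read the other way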
STAT3 blocker – inhibitors of IL-6 induced STAT3 signaling. inhibition, % at 5.5 µM. AID 862. U3A cells, IL-6 STAT3-luciferase reporter, luminescence; host cell line lacks STAT1. hit rate 0.89% among 190,000;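 active = inhibition above the mean inhibition across all screened compounds plus 3 SD, cut at about 44% in these data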;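 also: 0% = DMSO only wells and 100% = 100 µM nifuroxazide control wells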
STAT3 act – activators of IL-6 induced STAT3 signaling. U3A cells, IL-6 STAT3-luciferase reporter, luminescence; 100% = signal with IL-6 EC80 alone. activation (% of control), % at 5.6 µM. hit rate 0.91% among 190,000. AID 871;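 active = activation above the screen-wide mean of compound activation plus 3 SD, cut at about 130% in these data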;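 also: 0% = background luminescence of wells with medium and substrate only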
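Material: human U3A cells carrying STAT3-luciferase construct. Measured by: reporter luminescence signal. Timing: compound 1 h, then IL-6 6 h at 37 °C.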
STAT1 blocker – reduces IFN-gamma driven STAT1 reporter signal | hit rate 0.35% among 200,000 | AID 920 | inhibition, % at 5.5 µM | NIH 3T3 STAT1-luciferase reporter, luminescence;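 active = inhibition above a set limit, the mean inhibition across all tested compounds plus 3 SD, cut at about 34% in these data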;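 also: 0% = IFN-gamma with DMSO and 100% = IFN-gamma with 300 µM nifuroxazide; values of inactives mirror those of a sister screen read the other way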
APP 5'UTR act – APP 5'UTR luciferase reporter activation; SH-SY5Y APP 5'UTR luciferase reporter, luminescence; zero percent = DMSO vehicle wells; activation, % at 2 µM; hit rate 1% among 190,000;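 active = activation above a set limit, based on mean plus 3 SD of controls, cut at about 140% in these data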; also: values of inactives mirror those of a sister screen read the other way
FLuc inh counter – counter-screen for luciferase assay inhibitors: firefly luciferase inhibition | P08659 | ATPLite firefly luciferase biochemical luminescence, 10 min | inhibition, % at 10 µM | hit rate 1.5% among 200,000 | AID 1006;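 active = inhibition above about 50% when tested at 10 µM, limit read from the data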
Target sequence (P08659 whole entry, looked up): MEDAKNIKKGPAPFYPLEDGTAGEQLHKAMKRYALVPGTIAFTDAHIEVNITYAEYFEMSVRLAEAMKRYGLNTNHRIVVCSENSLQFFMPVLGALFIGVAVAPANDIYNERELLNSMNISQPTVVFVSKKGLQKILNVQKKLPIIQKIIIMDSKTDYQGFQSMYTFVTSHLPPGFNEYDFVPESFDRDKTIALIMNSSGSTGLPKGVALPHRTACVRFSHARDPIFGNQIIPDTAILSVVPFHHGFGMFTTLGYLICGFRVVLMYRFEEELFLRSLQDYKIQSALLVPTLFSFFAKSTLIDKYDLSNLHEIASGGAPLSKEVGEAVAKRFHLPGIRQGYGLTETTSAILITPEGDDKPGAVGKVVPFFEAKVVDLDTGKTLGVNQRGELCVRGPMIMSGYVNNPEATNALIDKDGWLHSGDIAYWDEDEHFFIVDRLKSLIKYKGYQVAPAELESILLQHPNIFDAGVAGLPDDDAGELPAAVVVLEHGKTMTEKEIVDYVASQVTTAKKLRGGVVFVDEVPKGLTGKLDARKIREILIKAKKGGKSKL
RAM inhibit – yeast RAM network inhibition. S. cerevisiae dse1pr::URA3 reporter, 5-FOA growth OD615, 2 d; analog-sensitive cbk1-as2 kinase mutant strain. inhibition, % at 50 µM. hit rate 1.8% among 190,000. AID 868;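 active = inhibition above a set limit, 3 SD over mean compound inhibition, cut at about 8.4% in these data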;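 also: 0% = DMSO-only wells with no growth and 100% = 10 µM 1-NA-PP1 full growth; inhibition rescues growth on 5-FOA so higher OD means more RAM inhibition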
* = called active by the depositor; / = not tested or not shown.

SMILES | NF-kB expr up | Hsp70 act | APP 5UTR inh | STAT1 activator | STAT3 blocker | STAT3 act | STAT1 blocker | APP 5'UTR act | FLuc inh counter | RAM inhibit
NC(=O)C1(N2CCCCC2)CCN(C(=O)c2ccc(C#Cc3ccccc3)o2)CC1 | 0.89 | 0.0 | 4 | 90 | 3 | 100 | 11 | -4 | -2 | 0.6
Cc1ccc(S(=O)(=O)N[C@H](C(=O)Oc2ccc3c(C(F)(F)F)cc(=O)oc3c2)c2ccccc2)cc1 | 0.89 | 1.4 | -10 | 99 | -2 | 105 | 1 | 10 | -6 | 3.5
Cc1cccnc1NCC(O)COc1ccccc1 (stereo unspecified) | 1.4 | -0.4 | 4 | 95 | 0 | 104 | 5 | -4 | -2 | 1.9
COc1ccccc1C(=O)NNC(=S)NC(=O)c1sc2ccccc2c1Cl | 0.92 | 0.1 | -6 | 102 | -19 | 115 | -2 | 6 | -2 | 4.5
CCOc1cc(N2CCOCC2)c(OCC)cc1NC(=O)c1ccc2ccccc2n1 | 1.1 | 0.1 | -24 | 112 | 22 | 86 | -14 | 24 | -1 | 3.7
CCCCCCCCCCOC(=O)NC1CCS(=O)(=O)C1 (stereo unspecified) | 0.85 | 0.1 | 0 | 99 | 1 | 108 | 1 | 0 | -8 | 0.0
COc1ccc(O)c(C(=O)c2cnn(-c3ccccn3)c2)c1 | 1.4 | -0.2 | -44 | 105 | 11 | 91 | -5 | 44 | 10 | 7.8
O=C(c1ccncc1)N1CCN(C(=O)c2cccs2)CC1 | 1.2 | 0.1 | 3 | 100 | 10 | 94 | 0 | -3 | -14 | 2.0
COC(=O)C1CCN(C(=O)CCCOc2ccccc2)CC1 | 2.8 | 0.4 | -146 | 132* | -18 | 117 | -32 | 146* | 11 | -0.7
O=[N+]([O-])c1ccc(-n2cnc3ccccc32)c([N+](=O)[O-])c1 | 0.82 | -0.2 | 9 | 86 | 3 | 108 | 14 | -9 | -7 | 0.9
Cc1ccc(NC2=Nc3ccccc3CS2)cc1 | 5.6* | -0.6 | -184 | 100 | 59* | 55 | 0 | 184* | 69* | 2.0
CCn1cc(C(C)NC(=O)Nc2ccccc2C(=O)OC)c(C)n1 (stereo unspecified) | 0.93 | -0.1 | -3 | 100 | 0 | 105 | -2 | 3 | 11 | 1.9

Overlap with the part before: 3 compounds; new compounds follow.
SMILES | NF-kB expr up | Hsp70 act | APP 5UTR inh | STAT1 activator | STAT3 blocker | STAT3 act | STAT1 blocker | APP 5'UTR act | FLuc inh counter | RAM inhibit
O=[N+]([O-])c1ccc(-n2cnc3ccccc32)c([N+](=O)[O-])c1 | 0.82 | -0.2 | 9 | 86 | 3 | 108 | 14 | -9 | -7 | 0.9
Cc1ccc(NC2=Nc3ccccc3CS2)cc1 | 5.6* | -0.6 | -184 | 100 | 59* | 55 | 0 | 184* | 69* | 2.0
CCn1cc(C(C)NC(=O)Nc2ccccc2C(=O)OC)c(C)n1 (stereo unspecified) | 0.93 | -0.1 | -3 | 100 | 0 | 105 | -2 | 3 | 11 | 1.9
Cc1cnccc1CN(C)C(=O)CC1C(=O)NCCN1CC1CCCCC1 (stereo unspecified) | 1.5 | -0.2 | -21 | 96 | -4 | 107 | 4 | 21 | -6 | -0.5
CCOC(=O)C1CCCN(C(=O)COc2ccc(N(C)S(=O)(=O)c3ccc(C)cc3)cc2)C1 (stereo unspecified) | 1 | -0.1 | 8 | 102 | 2 | 100 | -3 | -7 | -4 | -0.9
CC(C)(C)NC(=O)C(c1ccccn1)N(C(=O)C1CSC(=O)C1)c1ccccc1F (stereo unspecified) | 0.78 | 0.1 | 2 | 100 | 8 | 99 | -1 | -3 | -11 | 0.5
CC(=O)n1cc(C(C[N+](=O)[O-])SCCN)c2ccccc21 (stereo unspecified) | 1.1 | -0.3 | -4 | 98 | -47 | 141* | 2 | 4 | -11 | -1.7
O=C(NCc1cccs1)c1cccnc1C(=O)O | 1.2 | 0.2 | 5 | 102 | 5 | 99 | -2 | -5 | -2 | 1.4
CCn1c(SCC(=O)Nc2ccc(OC)cc2)nnc1-c1ccco1 | 0.97 | 0.8 | 11 | 97 | 23 | 83 | 3 | -11 | -3 | 0.6
Cc1csc(NC(=O)CCN2C(=O)c3ccccc3S2(=O)=O)n1 | 0.73 | 0.1 | 0 | 100 | -1 | 103 | 0 | -1 | -6 | 1.4
CC(C)CC(COCc1cccc(C(F)(F)F)c1)N1CCN(C(=O)c2cccc(C(F)(F)F)c2)CCC1=O (stereo unspecified) | 0.85 | -0.3 | 11 | 103 | -5 | 102 | -3 | -11 | -4 | 5.4
CNC(=S)NNS(=O)(=O)c1ccc(OC)cc1OC | 0.83 | 0.7 | 1 | 102 | 11 | 100 | -3 | -1 | -3 | 2.0
COC(=O)C1=C(C(=O)OC)C(c2cc(Br)ccc2O)c2sc(=O)[nH]c2S1 (stereo unspecified) | 1 | -0.2 | 6 | 102 | -3 | 100 | -3 | -6 | -6 | 0.7
CCCOc1nc2ccccc2cc1/C=C/C(=O)O | 1.2 | -0.1 | -7 | 92 | 4 | 103 | 8 | 7 | 6 | -0.3
Cc1ccc(NC(=O)COC(=O)/C=C/c2cccs2)cc1 | 1.1 | -0.2 | -7 | 111 | 4 | 97 | -13 | 7 | -2 | 4.3

Complete entries from above.
CC(C)CC(COCc1cccc(C(F)(F)F)c1)N1CCN(C(=O)c2cccc(C(F)(F)F)c2)CCC1=O (stereo unspecified) is listed as NF-kB expr up: 0.85; Hsp70 act: -0.3; APP 5UTR inh: 11; STAT1 activator: 103; STAT3 blocker: -5; STAT3 act: 102; STAT1 blocker: -3; APP 5'UTR act: -11; FLuc inh counter: -4; RAM inhibit: 5.4
CCn1c(SCC(=O)Nc2ccc(OC)cc2)nnc1-c1ccco1 is listed as NF-kB expr up: 0.97; Hsp70 act: 0.8; APP 5UTR inh: 11; STAT1 activator: 97; STAT3 blocker: 23; STAT3 act: 83; STAT1 blocker: 3; APP 5'UTR act: -11; FLuc inh counter: -3; RAM inhibit: 0.6

Next part:
SMILES | NF-kB expr up | Hsp70 act | APP 5UTR inh | STAT1 activator | STAT3 blocker | STAT3 act | STAT1 blocker | APP 5'UTR act | FLuc inh counter | RAM inhibit
O=C(NCc1ccco1)c1ccc(NC(=O)C2COc3ccccc3O2)cc1 (stereo unspecified) | 1 | -0.1 | 36 | 99 | 5 | 97 | 2 | -35 | -1 | 2.5
CC(C)c1nc(SCC(=O)N2CC(=O)Nc3ccccc32)c2ccccc2n1 | 0.71 | -0.2 | -14 | 74 | 17 | 89 | 28 | 14 | -2 | 8.2
N#Cc1c(C(F)(F)F)cc(-c2ccco2)nc1SCc1ccncc1 | 1.2 | -0.2 | 6 | 103 | -2 | 104 | -3 | -6 | -4 | 3.0
CN(C)C=C1C(=O)c2ccccc2C1=O | 1 | 0.2 | -10 | 97 | -4 | 107 | 3 | 9 | -1 | 0.2
CCOC(=O)c1c(C)oc2cc(Br)c(OC(=O)N3CCOCC3)cc12 | 1.1 | 0.2 | 11 | 90 | 2 | 102 | 11 | -11 | -2 | 2.1
O=C1CC(C(=O)Nc2ccc(F)cc2)S/C(=N\N=C\c2ccco2)N1 (stereo unspecified) | 1.2 | -0.3 | -6 | 93 | 12 | 93 | 8 | 6 | 0 | 4.5
Cc1ccc(-c2nnc(SCC(=O)OC(C)C)n2N)cc1 | 1 | -0.2 | -17 | 104 | 1 | 103 | -5 | 17 | -6 | 0.7
COCCNC(=O)c1ccccc1NC(=O)Cc1ccccc1 | 1.1 | -0.1 | -8 | 103 | -1 | 101 | -3 | 8 | -2 | -0.5
COC(=O)c1sc2ccccc2c1NC(=O)c1ccc(S(=O)(=O)N2CCCCC2C)cc1 (stereo unspecified) | 0.66 | -0.2 | -4 | 101 | 7 | 92 | 1 | 4 | -3 | 3.6
CCOC(=O)C(OC(=O)c1sc(=S)n(C)c1C)C(C)=O (stereo unspecified) | 0.93 | -0.3 | 7 | 98 | 1 | 103 | 2 | -7 | -1 | 0.9
CC(Sc1nncs1)C(=O)NCC(=O)Nc1ccc(F)c(F)c1F (stereo unspecified) | 1 | -0.3 | 10 | 106 | 6 | 97 | -7 | -10 | -6 | 2.1
CCOc1ccccc1NC(=O)Nc1ccc(Cl)cc1 | 0.89 | -0.3 | -10 | 90 | 16 | 88 | 10 | 10 | 2 | 5.7
O=c1ccc2cc(S(=O)(=O)N3CCN(c4ccccc4)CC3)ccc2o1 | 1.1 | 0.0 | -30 | 100 | 8 | 97 | 0 | 30 | -4 | 4.1
CC(=O)NC1C(=O)Nc2c1cccc2C(F)(F)F (stereo unspecified) | 1 | -0.1 | -3 | 96 | -9 | 110 | -3 | 3 | 1 | 1.3
CCOC(=O)N1CCC(NC(=O)CC(NS(=O)(=O)c2ccc(C)cc2)c2ccco2)CC1 (stereo unspecified) | 1 | -0.2 | -7 | 99 | 8 | 99 | 2 | 7 | -6 | 1.4
Cc1sc2nc(CSc3nnnn3-c3ccc(Cl)cc3)[nH]c(=O)c2c1C | 0.97 | -0.4 | 1 | 92 | -6 | 100 | 8 | -1 | -4 | 0.9
CCCc1ccc(C#N)c(SC2CC(=O)N(c3ccc(OC)cc3)C2=O)n1 (stereo unspecified) | 1.1 | 0.2 | -4 | 102 | 1 | 103 | -4 | 4 | -6 | 1.7
Cc1ccc(Cn2nnc3c(=O)[nH]c(C4CCCN(C(=O)Nc5ccc(F)cc5F)C4)nc32)cc1 (stereo unspecified) | 0.85 | 0.1 | -4 | 113 | -8 | 112 | -14 | 5 | -3 | 0.0
CCOc1cc2nc3c4ccccc4n(C)c3nc2cc1OCC | 1 | 0.3 | -3 | 111 | 9 | 95 | -12 | 3 | 3 | 0.1
O=C(CCCN1C(=O)c2ccccc2C1=O)NCc1cccnc1 | 1.1 | -0.1 | -8 | 90 | -2 | 104 | 10 | 8 | -8 | 2.1
Cc1ccc(Cn2c(CN3CCN(C(=O)c4ccco4)CC3)nc3c2c(=O)n(C)c(=O)n3C)cc1 | 0.79 | -0.2 | 4 | 95 | -17 | 115 | 6 | -4 | -5 | 1.8
Cn1c(SCC(=O)Nc2cc([N+](=O)[O-])ccc2F)nnc1C(F)(F)F | 1.1 | -0.3 | 9 | 100 | 15 | 87 | 0 | -9 | -4 | 0.3
COC(=O)CSc1nc(NC(C)=O)nc(C)c1Br | 1 | -0.1 | 4 | 94 | 1 | 100 | 7 | -4 | 1 | 0.1
Cn1c(=O)n(Cc2ccccc2)c(=O)c2c1nc1n2CCCN1CCc1ccccc1 | 0.35 | -0.3 | 6 | 101 | 9 | 97 | -1 | -6 | -4 | 3.8
CCN(CC)C(=O)N1CCc2ccccc2C1CN1C(=O)c2ccccc2C1=O (stereo unspecified) | / | -0.3 | 1 | 94 | -7 | 108 | 7 | -1 | / | /

Some of these compounds in order of their number in STAT1 activator, high to low.
SMILES | NF-kB expr up | Hsp70 act | APP 5UTR inh | STAT1 activator | STAT3 act | STAT1 blocker | APP 5'UTR act | RAM inhibit
Cc1ccc(Cn2nnc3c(=O)[nH]c(C4CCCN(C(=O)Nc5ccc(F)cc5F)C4)nc32)cc1 (stereo unspecified) | 0.85 | 0.1 | -4 | 113 | 112 | -14 | 5 | 0.0
O=c1ccc2cc(S(=O)(=O)N3CCN(c4ccccc4)CC3)ccc2o1 | 1.1 | 0.0 | -30 | 100 | 97 | 0 | 30 | 4.1
Cc1sc2nc(CSc3nnnn3-c3ccc(Cl)cc3)[nH]c(=O)c2c1C | 0.97 | -0.4 | 1 | 92 | 100 | 8 | -1 | 0.9

Screens: PubChem BioAssay, several laboratories
